# procasp3 activ – activators of human procaspase-3 D3A mutant, primary screen, biochemical, absorbance, PC-3 D3A mutant, single concentration; Caspase-3 (Homo sapiens), P42574; recombinant procaspase-3 D3A, Ac-DEVD-pNA absorbance 405 nm; activation, % at 8.5 µM; 330,000 compounds, 0.11% hits;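 active = activation above the mean of all tested compounds plus 3 SD, cut at about 21% in these data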;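 also: 0% = DMSO alone and 100% = DMSO wells spiked with extra 5 µM PC-3 D3A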
# Target sequence (P42574 whole entry D9A/D28A/D175A): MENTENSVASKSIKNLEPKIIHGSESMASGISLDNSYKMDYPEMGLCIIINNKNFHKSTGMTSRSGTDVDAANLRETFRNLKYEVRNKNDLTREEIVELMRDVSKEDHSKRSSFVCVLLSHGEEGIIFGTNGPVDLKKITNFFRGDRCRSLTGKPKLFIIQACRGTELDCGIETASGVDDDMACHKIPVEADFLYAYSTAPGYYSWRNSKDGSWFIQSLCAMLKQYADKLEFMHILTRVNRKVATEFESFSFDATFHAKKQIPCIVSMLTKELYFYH
#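 material = Procaspase-3 D3A mutant | probe or stimulus = Ac-DEVD-pNA | compound = single dose, 8.5 µM nominal compound, 0.8% DMSO | timing = 1 h preincubation, 2 h reaction | measured by = 405 nm absorbance of p-nitroaniline, reads at 0 and 120 min | benchmarks = DMSO-only low control, 5 µM PC-3 D3A high control | repeats = singlicate, each compound tested once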
# LAP4 TOR yeast – modulators of LAP4-GFP expression in yeast, primary screen, S. cerevisiae, multiplex flow cytometry, MLPCN library; 3 h; median GFP as percent of DMSO wells; GFP response vs DMSO, % at 10 µM; 320,000 compounds, 0.34% hits; AID 2023, 2009;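 active = GFP response vs DMSO above a set limit, about the screen mean plus 3 SD, cut at about 150% in these data; inconclusive = under 70 cell events counted for the yeast strain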
# MEP2-GFP yeast – modulators of MEP2-GFP levels in yeast, primary screen, S. cerevisiae, multiplex flow cytometry, MLPCN library | 330,000 compounds, 0.51% hits | AID 2016, 2009 | S. cerevisiae MEP2-GFP strain, 3 h; 100% = DMSO control level | GFP response vs DMSO, % at 10 µM;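 active = GFP response versus DMSO above a set limit, roughly screen mean plus 3 SD, cut at about 180% in these data; inconclusive = fewer than 70 cells counted for a yeast strain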;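 also: median GFP fluorescence of the barcode-gated MEP2-GFP cells per well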
# RPL19A-GFP yeast – RPL19A-GFP expression modulators in yeast, primary screen, cell-based, S. cerevisiae, multiplex flow cytometry, MLPCN. percent response vs DMSO, % at 10 µM. 330,000 compounds, 0.3% hits. S. cerevisiae RPL19A-GFP strain, 3 h; stronger effect = lower value. AID 2025, 2009;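 active = percent response vs DMSO below 50%; inconclusive = fewer than 70 events counted for the yeast strain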;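 also: median channel GFP fluorescence of the barcoded RPL19A-GFP strain; ratio of sample median GFP to plate DMSO average so 100% = DMSO; lower means less RPL19A-GFP as with rapamycin TOR inhibition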
# CIT2-GFP yeast – modulators of CIT2-GFP expression in yeast, primary screen, S. cerevisiae, GFP fusion, multiplex flow cytometry, MLPCN library; S. cerevisiae CIT2-GFP strain, 3 h; 100 means same as DMSO wells; GFP response vs DMSO, % at 10 µM; 320,000 compounds, 0.065% hits; AID 2029, 2009;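 active = GFP response relative to DMSO above a set limit, near the screen mean plus 3 SD, cut at about 150% in these data; inconclusive = Fewer than 70 cells measured for a yeast strain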;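 also: ratio of well median GFP fluorescence to mean of DMSO wells on the plate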
# AHR activator – AHR activators, primary screen, cell-based, luminescence, luciferase reporter, human; Aryl hydrocarbon receptor (Homo sapiens), P35869; AHR-responsive luciferase reporter cells; activation, % at 5 µM; 320,000 compounds, 2.5% hits; AID 2796, 2010; in the data active = activation above about 47%;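 also: 0% = vehicle wells and 100% = reference agonist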
# Target sequence (P35869 whole entry, looked up): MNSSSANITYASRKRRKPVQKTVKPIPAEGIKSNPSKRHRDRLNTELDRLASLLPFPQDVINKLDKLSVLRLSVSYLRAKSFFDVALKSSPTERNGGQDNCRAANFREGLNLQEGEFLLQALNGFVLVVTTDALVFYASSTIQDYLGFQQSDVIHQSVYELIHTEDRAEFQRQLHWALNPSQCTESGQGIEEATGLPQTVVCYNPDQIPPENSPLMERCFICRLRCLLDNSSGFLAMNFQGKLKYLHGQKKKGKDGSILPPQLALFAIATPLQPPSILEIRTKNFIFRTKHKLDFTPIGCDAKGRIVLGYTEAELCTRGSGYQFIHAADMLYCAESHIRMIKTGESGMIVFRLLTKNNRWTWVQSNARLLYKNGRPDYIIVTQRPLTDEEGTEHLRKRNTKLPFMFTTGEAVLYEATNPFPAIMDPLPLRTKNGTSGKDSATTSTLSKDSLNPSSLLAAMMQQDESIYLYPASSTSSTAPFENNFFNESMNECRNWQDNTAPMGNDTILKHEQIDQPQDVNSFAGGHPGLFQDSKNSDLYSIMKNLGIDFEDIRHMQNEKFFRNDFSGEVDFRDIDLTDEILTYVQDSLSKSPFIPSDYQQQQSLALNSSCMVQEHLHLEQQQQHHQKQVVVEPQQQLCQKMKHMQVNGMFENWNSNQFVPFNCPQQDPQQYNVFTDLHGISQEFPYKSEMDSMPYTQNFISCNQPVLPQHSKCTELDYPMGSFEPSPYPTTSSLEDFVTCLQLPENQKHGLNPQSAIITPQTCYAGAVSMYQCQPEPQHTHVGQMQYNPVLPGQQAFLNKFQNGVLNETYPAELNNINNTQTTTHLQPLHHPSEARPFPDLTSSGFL
# proCasp7 act – procaspase-7 activators, primary screen, counter-screen for procaspase-3 activator project, biochemical, absorbance, HTS, human. recombinant procaspase-7, Ac-DEVD-pNA absorbance 405 nm; D23A/D198A/D206A triple mutant, cannot self-cleave; scale: DMSO 0, 5 µM enzyme 100. activation, % at 8.5 µM. 330,000 compounds, 0.093% hits;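 active = percent activation above the screen-wide mean plus 3 SD, cut at about 25% in these data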
#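 signal = Epi-absorbance of released pNA at 405 nm, two timepoints | assay system = Uncleavable procaspase-7 mutant enzyme | reagent = Ac-DEVD-pNA substrate, 400 µM as added | times = 1 h enzyme–compound preincubation and 2 h substrate reaction, both 25 °C | benchmarks = low DMSO alone, high DMSO plus 5 µM PC-7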
# AGP1-GFP MLPCN – modulators of AGP1-GFP expression in yeast TOR pathway, primary screen, cell-based, multiplex flow cytometry, S. cerevisiae, MLPCN library | 3 h; GFP as percent of DMSO wells | GFP response vs DMSO, % at 10 µM | 320,000 compounds, 0.02% hits | AID 2066, 2009;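 active = GFP response relative to DMSO above a set limit, near screen average plus 3 SD, cut at about 150% in these data; inconclusive = fewer than 70 cells counted for the yeast strain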;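 also: median GFP channel fluorescence of the gated AGP1 strain per well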
# * marks the source's active call; other numbers are inactive results; ? = inconclusive; · = no result given.
1	COc1ccc(CCNC(=O)c2cc3c(=O)n4ccccc4nc3n(C3CCCCC3)c2=N)cc1OC
2	O=C(Cn1c(=O)sc2ccccc21)NCc1ccco1
3	COc1ccccc1N(CC(=O)NCCN1CCOCC1)S(=O)(=O)c1ccc(C)cc1
4	S=C(NCCc1ccccc1)NCC1CCCO1 (stereo not drawn)
5	CC(C)c1ccccc1OCCCCCN1CCOCC1
6	Cc1nc2ccccc2n1-c1nc(-c2ccco2)cc(C(F)(F)F)n1
7	O=C(Nc1nnc(C2=COCCO2)o1)c1ccc(S(=O)(=O)N2CCCC2)cc1
8	O=C(NN1C(=O)C2C3C=CC(C4CC34)C2C1=O)c1cccc(Br)c1 (stereo not drawn)

entry no.	1	2	3	4	5	6	7	8
procasp3 activ	-11.7	0.9	8.2	-5.6	-6.2	-4.1	7.2	-1.4
CIT2-GFP yeast	105.0	89.9	91.5	83.2	89.0	97.3	97.4	93.3
LAP4 TOR yeast	101.3	·	106.9	112.9	108.2	87.8	91.2	105.0
RPL19A-GFP yeast	102.2	94.3	98.8	88.0	96.7	97.3	100.9	96.2
proCasp7 act	-13.0	-2.7	3.8	12.4	1.7	-2.4	-4.9	-2.4
AGP1-GFP MLPCN	103.0	94.6	104.3	101.1	98.5	94.0	96.2	101.4
MEP2-GFP yeast	100.4	95.9	103.7	98.2	95.1	97.0	96.4	92.4
AHR activator	0.7	3.1	5.3	3.5	-1.3	6.7	-0.6	-0.4

9	Cc1ccccc1-n1c(=O)c2ccccc2n(CC(=O)NCc2ccco2)c1=O
10	Cc1ccc2nc(-c3cccc(NS(C)(=O)=O)c3)cc(-c3ccccc3)c2c1
11	Cc1ccc(/C=N/NC(=O)c2nc3nc(C)cc(C)n3n2)cc1
12	COc1ccc(-n2nnnc2SCC(=O)Nc2ccccc2N2CCOCC2)cc1
13	CCOc1ccc(Oc2nc(Nc3ccc(C)cc3)nc(N(C)C)n2)nn1
14	CCOC(=O)C1=C(O)/C(=C/c2ccc(OCC(=O)Nc3ccc(C)cc3)cc2)N=C1C
15	Cc1ccc(NC(NC(=O)OCCn2c([N+](=O)[O-])cnc2C)C(Cl)(Cl)Cl)cc1 (stereo not drawn)
16	C=CCn1c(SCC(=O)Nc2sccc2C#N)nc2sc(C)c(C)c2c1=O

entry no.	9	10	11	12	13	14	15	16
procasp3 activ	1.7	4.6	-8.2	-1.1	2.8	-57.3	11.6	-3.6
CIT2-GFP yeast	98.7	101.6	92.8	93.5	94.9	101.0	106.8	103.2
LAP4 TOR yeast	103.0	98.3	84.8	107.5	101.5	79.5	105.5	104.0
RPL19A-GFP yeast	96.9	100.0	100.9	100.4	97.6	105.1	98.2	105.9
proCasp7 act	1.6	7.4	-5.2	8.3	4.2	-44.9	-18.0	-4.4
AGP1-GFP MLPCN	102.7	100.2	90.6	101.8	96.8	103.2	103.3	104.8
MEP2-GFP yeast	94.0	106.4	103.8	105.2	106.2	98.1	106.1	90.0
AHR activator	-0.8	7.0	5.5	2.9	12.2	8.4	4.9	6.2

# Pulled by structure from the list above:
16	C=CCn1c(SCC(=O)Nc2sccc2C#N)nc2sc(C)c(C)c2c1=O
15	Cc1ccc(NC(NC(=O)OCCn2c([N+](=O)[O-])cnc2C)C(Cl)(Cl)Cl)cc1 (stereo not drawn)

entry no.	16	15
procasp3 activ	-3.6	11.6
CIT2-GFP yeast	103.2	106.8
LAP4 TOR yeast	104.0	105.5
RPL19A-GFP yeast	105.9	98.2
proCasp7 act	-4.4	-18.0
AGP1-GFP MLPCN	104.8	103.3
MEP2-GFP yeast	90.0	106.1
AHR activator	6.2	4.9

# (listing goes on)
17	CCOc1ccc2nc(NCCCNC(=O)c3cc(OC)c(OC)c(OC)c3)c(C#N)cc2c1
18	Cc1ccc(N2CC(C(=O)Nc3nc4ccc(S(C)(=O)=O)cc4s3)CC2=O)cc1 (stereo not drawn)
19	CN(C)Cc1c(O)ccc2cc(-c3nc4ccccc4n3C)c(=O)oc12
20	Cc1ccc(OCC(=O)N/N=C\c2cn(Cc3ccccc3)c3ccccc23)cc1C
21	Cn1c(CNC(=O)CNC(=O)Cc2ccccc2)cc(=O)n(C)c1=O
22	Cc1ccc(OCc2nnc(SCC(=O)Nc3ncc(C)s3)o2)cc1
23	N/C(=N\OC(=O)c1cccs1)c1cccc([N+](=O)[O-])c1
24	CC(c1nnc(SCC(=O)N(C)C2CCS(=O)(=O)C2)n1-c1ccccc1)N(C)C (stereo not drawn)

entry no.	17	18	19	20	21	22	23	24
procasp3 activ	-1.9	4.5	-6.6	5.8	3.9	2.4	-0.3	6.2
CIT2-GFP yeast	101.4	89.5	?	102.5	97.4	102.3	89.6	94.4
LAP4 TOR yeast	101.0	87.5	?	97.7	98.9	104.1	122.4	94.0
RPL19A-GFP yeast	102.0	100.7	?	104.6	94.6	92.9	93.6	96.5
proCasp7 act	4.5	0.3	-16.3	1.9	-0.8	9.8	1.6	2.7
AGP1-GFP MLPCN	105.4	93.3	?	103.1	23.2	104.4	96.7	97.7
MEP2-GFP yeast	100.4	88.1	?	108.1	107.8	95.6	104.7	98.5
AHR activator	-0.5	6.5	1.8	5.3	1.7	5.9	34.3	-0.8

25	Cc1cc(C)c(S(=O)(=O)c2ccc(Cl)cc2)c(=O)[nH]1
26	O=C(O)c1ccc2[nH]c3c(c2c1)CSCC3
27	Cc1ccc(OCC(=O)NCCCNC(=O)c2cccnc2)cc1
28	CCCCNC(=O)NNC(=O)c1ccc(F)cc1
29	COc1cccc(NC(=O)Cc2nnc(SCC(=O)NC3CCCC3)n2C)c1
30	Cc1nc2ccc(NC(=O)N3CCCCC3)cc2s1
31	O=C(CNC(=O)c1ccccc1F)N/N=C/c1cccs1
32	COc1ccc(NC(=O)N2CCCC2C(=O)NCC2CCCCC2)cc1 (stereo not drawn)

entry no.	25	26	27	28	29	30	31	32
procasp3 activ	-1.5	-4.1	-0.8	3.1	0.0	-7.4	2.5	-1.0
CIT2-GFP yeast	108.3	105.7	102.9	94.1	104.8	98.2	92.6	107.4
LAP4 TOR yeast	98.2	105.0	94.0	100.8	101.1	98.2	87.3	85.5
RPL19A-GFP yeast	104.0	100.6	102.6	103.0	104.4	97.2	100.8	101.0
proCasp7 act	9.0	7.3	-6.1	16.4	-9.8	-2.6	5.0	-1.6
AGP1-GFP MLPCN	104.8	105.2	103.5	97.1	94.5	95.6	93.0	92.8
MEP2-GFP yeast	107.8	108.4	104.5	103.5	104.4	102.5	95.9	100.7
AHR activator	2.0	0.7	5.8	-0.5	3.3	5.6	-0.6	0.1

# Arranged by value in MEP2-GFP yeast (ascending): some entries from above
no.	Molecule	MEP2-GFP yeast
31	O=C(CNC(=O)c1ccccc1F)N/N=C/c1cccs1	95.9
28	CCCCNC(=O)NNC(=O)c1ccc(F)cc1	103.5
29	COc1cccc(NC(=O)Cc2nnc(SCC(=O)NC3CCCC3)n2C)c1	104.4

# More records
33	O=C(CN(CC1CCCO1)C(=O)Cn1nnc(-c2ccc(F)cc2)n1)NC1CCCCC1 (stereo not drawn)
34	Cc1ccc(/C=N/Nc2nnc(Cc3ccccc3)c(=O)[nH]2)o1
35	CC(=O)Nc1cccc(-c2nc3ccc(NC(C)=O)cc3s2)c1
36	CC(=O)NC1=NN(C(C)=O)C(C)(c2ccco2)S1 (stereo not drawn)
37	Cc1ccc(S(=O)(=O)N2CCN(C(C)C(=O)NCC(C)c3ccccc3)CC2)cc1 (stereo not drawn)
38	CCOC(=O)C1=C(O)C(=O)N(Cc2ccccc2)CC1
39	COc1ccc(Cc2nc3ccc(C(=O)NCC4CCOCC4)cc3o2)cc1OC
40	O=C(O)C1CCN(C(=O)c2ccccc2N2C(=O)[C@@H]3Cc4c([nH]c5ccccc45)C(c4cccc(Cl)c4)N3C2=O)CC1 (stereo partly drawn)

entry no.	33	34	35	36	37	38	39	40
procasp3 activ	0.7	-6.1	-3.0	-7.7	7.8	5.5	1.9	5.3
CIT2-GFP yeast	99.3	105.0	99.3	96.2	109.8	105.7	105.6	94.2
LAP4 TOR yeast	102.4	100.8	94.8	99.5	112.5	98.3	108.0	101.1
RPL19A-GFP yeast	101.3	103.7	105.0	105.1	102.6	105.6	97.2	98.7
proCasp7 act	4.4	9.7	-9.0	-5.4	1.2	-4.8	-6.1	1.1
AGP1-GFP MLPCN	104.7	106.1	102.1	96.9	109.7	107.0	112.4	95.1
MEP2-GFP yeast	98.0	105.4	96.2	104.1	105.0	99.0	98.0	100.0
AHR activator	-4.2	29.7	3.7	3.6	-0.7	-3.9	5.2	15.8

41	ClC1(Cl)CC1Cn1c(C2CC2)nc2ccccc21 (stereo not drawn)
42	CCc1ccccc1NC(=O)c1nnn(CC(=O)Nc2cccc(C)c2C)c1N
43	CCOCCCNC(=O)CN1CCN(S(=O)(=O)c2ccc3c(c2)CCC3)CC1
44	O=C(O)c1ccc(NC(=O)c2ccc(Cl)cc2)c(NC(=O)c2ccc(Cl)cc2)c1
45	CCCn1nc(C(=O)NNC(=O)CCCOc2ccc(OC)cc2)c2ccccc2c1=O
46	O=C(c1cccc(C(=O)N2CCN(c3ccccc3F)CC2)c1)N1CCN(c2ccccc2F)CC1
47	Cc1ccc(-c2nnc(SCC(=O)N3CCCc4ccccc43)n2N)cc1
48	CC(C)c1nc(C#N)c(NCCCn2ccnc2)o1

entry no.	41	42	43	44	45	46	47	48
procasp3 activ	7.9	8.6	-4.5	8.1	-0.3	2.8	-6.2	-4.6
CIT2-GFP yeast	79.2	103.9	93.8	105.8	93.8	81.9	95.7	95.6
LAP4 TOR yeast	94.8	92.5	89.1	86.4	99.5	88.1	95.7	90.8
RPL19A-GFP yeast	101.3	100.3	93.9	105.6	102.6	84.2	96.9	98.8
proCasp7 act	4.3	-2.6	-3.8	5.4	-10.5	-2.0	5.6	-12.5
AGP1-GFP MLPCN	93.8	102.9	93.9	105.9	103.3	85.8	96.3	95.1
MEP2-GFP yeast	98.8	101.8	93.1	109.2	104.2	90.3	95.3	96.9
AHR activator	0.1	7.5	-2.9	-1.2	1.6	0.9	1.7	22.5

49	CCCC(=O)Oc1ccc(-c2nccc(C(OC)OC)n2)cc1
50	Cc1ccc(/C(N)=N/OC(=O)c2ccc(C)cc2Cl)cc1
51	CC(C)(C)c1ccc(S(=O)(=O)NCC(=O)N2CCCC2)cc1
52	CCN(CC)S(=O)(=O)c1ccc(OC)c(NC(=O)Cc2cccs2)c1

entry no.	49	50	51	52
procasp3 activ	-0.7	0.6	-2.7	-1.6
CIT2-GFP yeast	89.3	102.8	106.8	102.0
LAP4 TOR yeast	86.7	105.5	89.6	100.5
RPL19A-GFP yeast	103.6	97.5	104.5	105.8
proCasp7 act	2.5	2.2	4.7	-2.0
AGP1-GFP MLPCN	95.3	79.2	104.1	95.3
MEP2-GFP yeast	97.3	88.2	105.7	103.3
AHR activator	2.6	23.2	-1.2	0.0
